Abeta rescue: A-beta toxicity reversal in yeast; yeast expressing A-beta42, growth rescue, OD600, 48 h; response scale: 0% DMSO, 100% iron-clioquinol control; Potency, µM (titrated, usually from 46.1 µM), for inactives: top-dose growth rescue, actives largely listed as activators; 0.063% of 410,000 active; note: potency is the fitted concentration of half-maximal effect; nearly all actives have a fitted effect of over 55% in size
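Yeast A-beta toxicity model in growth medium with pinned compounds, 48 h at 30 C; growth read as absorbance at 600 nm. Normalized to FeCl3/clioquinol equimolar mix (positive) and DMSO (negative).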
aSyn rescue: inhibitors of alpha-synuclein toxicity in yeast. Yeast expressing alpha-synuclein, growth rescue, BacTiter-Glo, 24 h. Potency, µM (series often up to 46.1 µM), for inactives: at the highest dose growth rescue (activation), actives largely listed as activators. 0.14% of 370,000 active. AID 652106; note: potency is the fitted concentration of half-maximal effect; % of control where 0% means no effect; nearly all actives have a fitted effect of over 65% in size
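Readout is rescue of growth in alpha-synuclein-expressing yeast, so inhibitors of toxicity appear as activators. Growth after 24 hr at 30 deg C in galactose medium is quantified by luminescence.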
TDP43 rescue: inhibitors of TDP-43 toxicity in yeast | TDP-43 expressing yeast growth rescue, BacTiter-Glo, 24 h | Potency, µM (titrated, usually from 46.1 µM), for the others: top-dose growth rescue (activation), most hits filed as activators | 1.8% of 410,000 active | AID 652104; note: potency is the fitted concentration of half-maximal effect; % of control where 0% means no effect; nearly all actives have a fitted effect of over 50% in size
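Growth rescue of TDP-43-toxic yeast measured as ATP luminescence (BacTiter-Glo). Cells grown to mid-log in raffinose, induced in galactose at OD600=0.02, exposed to compound 24 hr at 30 deg C.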
pAkt inh: inhibitors of Akt phosphorylation; Neuro2A IGF-stimulated pAkt S473 HTRF, 20 min; active compounds read low; activity change, % for hits at 50 µM; 0.32% of 360,000 active; in the data active = activity change below about -80%; inconclusive = mostly about -51% to -80%; note: % is set by controls: 0 for no effect and ±100 for the full control effect
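Single-point screen (50 µM final compound) in Neuro2A cells stimulated 20 min with 6 nM IGF at 37 deg C. After lysis, Ser473-phosphorylated Akt read by HTRF (ex 330 nm, em 615/665 nm) as the 665/615 ratio.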
GLP1R inv ag: inverse agonists of human GLP-1 receptor. P43220. HEK293 GLP-1R CRE-luciferase, luminescence, 24 h; GLP-1R form is constitutively active. Potency, µM (doses to about 38.3 µM), without a hit: at the highest dose activity change, negative = inhibition, actives largely listed as inhibitors. 1.6% of 410,000 active. AID 624417; note: potency is the fitted concentration of half-maximal effect; % is set by controls: 0 for no effect and ±100 for the full control effect; nearly all actives have a fitted effect of over 55% in size
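Inverse agonists were sought by their lowering of basal cAMP reporter luciferase output in HEK293 cells stably carrying constitutively active human GLP-1R, after 24 h compound treatment.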
GLP1R ag: GLP-1 receptor (human) agonism. P43220. HEK293 GLP-1R CRE-luciferase, luminescence, 4-6 h; cells express a hypersensitive GLP-1R form. Potency, µM (titrated, usually from 45.6 µM), inactives show at the highest dose activation, hits mostly activators. 0.007% of 380,000 active. AID 624172; note: potency is the fitted concentration of half-maximal effect; % of control where 0% means no effect
DRD3 antagonist: antagonists of human D3 dopamine receptor | D3R cells, DiscoveRx beta-arrestin luminescence, antagonist mode; active compounds read low | max response, negative = inhibition, % | 2.5% of 360,000 active; in the data active = max response below about -50%; inconclusive = no clear call, values can overlap the other calls; note: % is set by controls: 0 for no effect and ±100 for the full control effect; mostly tested at two doses, the higher about 12 µM
Target sequence (P35462 whole entry, looked up): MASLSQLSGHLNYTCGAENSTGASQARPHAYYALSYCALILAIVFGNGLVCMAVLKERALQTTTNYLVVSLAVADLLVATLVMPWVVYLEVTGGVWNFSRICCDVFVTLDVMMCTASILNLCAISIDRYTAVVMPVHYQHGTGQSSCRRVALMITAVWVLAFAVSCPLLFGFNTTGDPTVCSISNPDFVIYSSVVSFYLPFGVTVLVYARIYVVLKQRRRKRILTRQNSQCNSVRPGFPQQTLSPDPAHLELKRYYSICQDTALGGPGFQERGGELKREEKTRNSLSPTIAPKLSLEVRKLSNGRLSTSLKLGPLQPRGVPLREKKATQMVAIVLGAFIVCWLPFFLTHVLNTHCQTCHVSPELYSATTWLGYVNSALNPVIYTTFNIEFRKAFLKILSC
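Cells expressing the human receptor were seeded at 1500 cells/well, incubated overnight at 37 degrees C in 5% CO2, then exposed to library compounds with dopamine controls for 90 minutes at 37 degrees C before luminescent detection.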
FUS suppressor: FUS proteinopathy suppression in yeast; S. cerevisiae FUS-expressing, growth rescue, OD600, 24 h; Potency, µM (series often up to 76.6 µM), without a hit: at the top dose growth rescue (activation), hits mostly activators; 0.24% of 390,000 active; AID 1347120;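 note: potency is the fitted concentration of half-maximal effect; plate controls were DMSO vehicle for no effect and reference control for full effect; nearly all actives have a fitted effect of over 55% in size; some results filed as inactive show a strong effect at the top dose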
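Cultures pregrown in 2.5% raffinose medium are shifted to minimal medium containing 2% galactose to express toxic FUS. Compounds are tested at several concentrations. After 24hr at 30C, growth is quantified at 600 nm absorbance.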
PTHR1 ag: agonists of human PTHR1 parathyroid hormone receptor. HEK293 GP2 PTHR1 cells, GloSensor cAMP luminescence, 1 h. Potency, µM (titrated, usually from 115 µM), for inactives: at the highest dose activation, most hits filed as activators. 0.075% of 410,000 active; note: potency is the fitted concentration of half-maximal effect; nearly all actives have a fitted effect of over 55% in size; some results filed as inactive show a strong effect at the top dose; inactives centre near -15; many of its hits are not listed in these tables
Target sequence (Q03431 whole entry, looked up): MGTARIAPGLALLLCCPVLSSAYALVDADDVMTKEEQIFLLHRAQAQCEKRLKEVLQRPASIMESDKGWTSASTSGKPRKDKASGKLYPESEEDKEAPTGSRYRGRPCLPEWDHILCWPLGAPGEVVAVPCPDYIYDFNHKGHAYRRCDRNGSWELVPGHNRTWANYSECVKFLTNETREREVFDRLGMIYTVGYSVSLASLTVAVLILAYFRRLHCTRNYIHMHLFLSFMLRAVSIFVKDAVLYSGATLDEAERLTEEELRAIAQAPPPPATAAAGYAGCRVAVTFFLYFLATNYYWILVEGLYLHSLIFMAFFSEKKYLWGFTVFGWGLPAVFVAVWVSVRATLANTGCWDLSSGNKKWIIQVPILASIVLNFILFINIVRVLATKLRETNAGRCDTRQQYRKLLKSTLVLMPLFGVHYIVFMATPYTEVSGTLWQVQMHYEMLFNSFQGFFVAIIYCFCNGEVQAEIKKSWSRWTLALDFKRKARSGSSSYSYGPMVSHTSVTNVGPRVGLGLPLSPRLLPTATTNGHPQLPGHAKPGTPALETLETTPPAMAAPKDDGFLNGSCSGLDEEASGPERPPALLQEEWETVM
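HEK-293-derived GP2 cells expressing PTHR1 and a GloSensor cAMP reporter, 3,000/well, plated overnight, given luciferin plus IBMX (each 0.5 mM as added) for 1 h at 37 °C, then compound for 1 h at 37 °C. Luminescence was read after 15 min at room temperature.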
The depositor's hits bear a star; i = inactive; ? = inconclusive; . = no result given; & = joins results of further samples; [ ] = dose if it differs, or a comment. Unless noted, calls come from the whole dose curve; as a rule, active = well fitted curve in the direction sought with a large enough effect; inconclusive = small, poorly fitted or top-dose-only effect, or another doubt; inactive = no such curve, though single readings can be large; an effect the other way counts as inactive or inconclusive.

#1 Cc1nn(Cc2ccccc2)c(Cl)c1C(=O)OC(C)C(=O)Nc1ccc(F)cc1Cl (centres undefined)
#2 C#CC1(O)C=CC2C3CCC4=CC(=O)CCC4C3CCC21CC (centres undefined)
#3 CC(C)CCn1c(=O)c(C(=O)NCc2ccco2)c(O)c2ccccc21
#4 CCN(CC)S(=O)(=O)N1CCC(C(=O)N2CCC3(CC2)OCCO3)CC1
#5 Fc1ccc2c(c1)nnn2C1CCN(Cc2nnnn2CCc2ccccc2)CC1
#6 CS(=O)(=O)NNP(=O)(NNS(C)(=O)=O)NC(=O)c1ccc(Br)cc1
#7 N#CC1c2ccccc2-n2nncc2CN1C(=O)c1ccccc1F (centres undefined)
#8 CCCCNC(=S)N(CCN(CC)CC)Cc1cc2cc3c(cc2[nH]c1=O)OCO3

Screen / compound no.,1,2,3,4,5,6,7,8
Abeta rescue,9%,-32%[inhibitor],1%,3%,20%,11%,-5%,-12%
aSyn rescue,5%,16%,-4%,-1%,6%,-3%,-1%,-3%
TDP43 rescue,-14%,14µM*,-3%,-9%,14%,-3%,25%,15%
pAkt inh,i,i,i,i,i,i,i,i
GLP1R inv ag,-4%,64%[activator],-22%,2%,1%,1%,16%,-12%
GLP1R ag,-11%,12%&19%,-3%,0%,4%,-4%,5%,-6%
DRD3 antagonist,37,0,3,7,-75*,0,?,?
FUS suppressor,.,-19%,-11%,-24%,28%,-23%,-23%,10%
PTHR1 ag,-25%,i,-12%,i,-15%[57.5 µM],0%,-19%,-51%[inhibitor]

#9 CCCCCn1c(=O)c(C(=O)Nc2nc(CC(=O)OCC)cs2)c(O)c2ccccc21
#10 Cc1cc(OCC(=O)NC(Cc2ccc(Cl)cc2)C(=O)O)c2c3c(c(=O)oc2c1)CCCC3 (centres undefined)
#11 O=c1[nH]c(=S)[nH]c(O)c1N=Nc1ccc(S(=O)(=O)N2CCc3ccccc32)cc1
#12 CC(Cc1ccccc1)NCCC(=O)NC(C)Cc1ccccc1 (centres undefined)
#13 N[C@@H](CCl)C(=O)O
#14 CCOC(=O)C1(c2ccccc2)CCN(CCC(=O)Nc2ccc(C(=O)OC)cc2)CC1
#15 C=CCN1C[C@@H](C)N(C(c2ccc(C(=O)N(CC)CC)cc2)c2cccc(OC)c2)C[C@@H]1C (some centres undefined)
#16 O=C(c1cc(-c2ccccc2)nc2ccccc12)N1CCC2(CC1)OCCO2

Screen / compound no.,9,10,11,12,13,14,15,16
Abeta rescue,-6%,-7%,-6%,11%,-4%,1%,-4%,3%
aSyn rescue,0%,3%,-1%,4%,?,6%,6%,-10%
TDP43 rescue,-8%,12%,5%,15%,10%,2%,3%,-14%
pAkt inh,i,i,i,i,i,i,i,i
GLP1R inv ag,4%,-21%,8%,?,-10%,?,9%,-4%
GLP1R ag,0%,-1%,9%,-6%,-3%,9%,6%,-3%
DRD3 antagonist,13,-7,-29,6,11,-51*,-14,25
FUS suppressor,-12%,39%,10%,-21%,-35%,12%,-21%,24%
PTHR1 ag,-38%[inhibitor],-19%,-19%,-10%,i,-5%,-19%,-44%[inhibitor][57.5 µM]

#17 Nc1c(Br)cc([N+](=O)[O-])cc1[N+](=O)[O-]
#18 COc1ccc(CCNCc2sccc2C)cc1
#19 NC(N)=N/N=C/c1ccc(N2CCOCC2)cc1
#20 COc1ccc(-c2cc(=NCCCCCC(=O)O)c3cc(C)ccc3o2)cc1
#21 COc1ccccc1OCC#CCN1CCCCCC1
#22 CCN1CCN(C(=O)COc2ccc(S(=O)(=O)N3CCOCC3)cc2C)CC1
#23 CCOC(=O)CC(NC(=O)C(Cc1ccc(N(CCCl)CCCl)cc1)NC(C)=O)C(=O)OCC (centres undefined)
#24 Fc1ccc(Cn2nnnc2CN2CCC(n3nnc4cc(C(F)(F)F)ccc43)CC2)cc1

Screen / compound no.,17,18,19,20,21,22,23,24
Abeta rescue,-16%,25%,5%,-2%&-15%,-4%,5%,2%,4%
aSyn rescue,1%,2%,?,1%&-5%,-1%,-8%,-3%,4%
TDP43 rescue,13µM*,22%,9%,-10%&-12%,22%,-8%,-11%,28%
pAkt inh,i,i,i,i,i,i,i,i
GLP1R inv ag,9%,2%,-31%,100%&52%[activator],-16%,2%,5%,?
GLP1R ag,4%,-5%,-4%,15%&9%,7%,1%,0%,0%
DRD3 antagonist,20,-5,25,1&-17,?,12,4,6
FUS suppressor,-28%,-4%,-6%,17%&12%,-3%,21%,13%,-23%
PTHR1 ag,i,-1%,i,-6%&12%,12%,i,-21%,-40%[inhibitor]

Quoted at random: two entries already listed
#23 CCOC(=O)CC(NC(=O)C(Cc1ccc(N(CCCl)CCCl)cc1)NC(C)=O)C(=O)OCC (centres undefined)
#24 Fc1ccc(Cn2nnnc2CN2CCC(n3nnc4cc(C(F)(F)F)ccc43)CC2)cc1

Screen / compound no.,23,24
Abeta rescue,2%,4%
aSyn rescue,-3%,4%
TDP43 rescue,-11%,28%
pAkt inh,i,i
GLP1R inv ag,5%,?
GLP1R ag,0%,0%
DRD3 antagonist,4,6
FUS suppressor,13%,-23%
PTHR1 ag,-21%,-40%[inhibitor]

As entered above:
`CCN1CCN(C(=O)COc2ccc(S(=O)(=O)N3CCOCC3)cc2C)CC1` | GLP1R inv ag: 2%
`Nc1c(Br)cc([N+](=O)[O-])cc1[N+](=O)[O-]` | FUS suppressor: -28%
`CCOC(=O)CC(NC(=O)C(Cc1ccc(N(CCCl)CCCl)cc1)NC(C)=O)C(=O)OCC` (centres undefined) | TDP43 rescue: -11%

Later entries
#25 CN(C)/C=C1/C(=O)NC(=O)N(CCNc2ncc(C(F)(F)F)cc2Cl)C1=O
#26 COC(=O)C1=C(c2ccccc2)C[C@@H]2CC[C@H]1N2C(=O)N1CCC(C)CC1
#27 CCOC(=O)[C@]12Cc3ccc4ccccc4c3[C@H]1N(Cc1ccccc1)C(=O)c1ccccc12
#28 O=c1c2ccccc2nc(CSc2ncnc3nc[nH]c23)n1-c1ccccc1
#29 OC1CCCCC1N1CCC(c2ccccc2)CC1 (centres undefined)
#30 CN1/C(=C\C=Nc2ccccc2)C(C)(C)c2ccccc21
#31 CCN(CC)CCCN=C(C)c1c(O)n(-c2ccccc2)c(=O)[nH]c1=O
#32 c1ccc(P(c2ccccc2)c2ccccn2)cc1

Screen / compound no.,25,26,27,28,29,30,31,32
Abeta rescue,8%,6%,-7%,20%,-2%,2%,-8%,11%
aSyn rescue,-7%,5%,?,10%,6%&1%,2%,-2%,-21%
TDP43 rescue,4%,16%,9%,15%,?,2%,5%,5%
pAkt inh,i,i,i,-84%*,i,i,i,i
GLP1R inv ag,9%,-23%,1%,-1%,-8%,?,10%,?
GLP1R ag,0%,0%,-24%,11%,9%,-8%,-8%,-2%
DRD3 antagonist,0,4,9,-7,-4,32,-10,8
FUS suppressor,?,-9%,-12%,?,-28%,1%,22%,-14%
PTHR1 ag,-13%,i,2%,-15%,-19%,-31%[inhibitor],0%[57.5 µM],i

#33 Cc1ccc(NC(=O)Cn2c(=O)oc3ccccc32)cc1C
#34 COC(=O)C(C)Oc1cc(C)cc2oc(=O)c3c(c12)CCC3 (centres undefined)
#35 CC1CCC[C@H](O)CCCCCc2cc(O)cc(O)c2C(=O)O1 (some centres undefined)
#36 CN(C(=O)c1ccco1)C1(c2ccccc2Cl)CCCCC1=O (centres undefined)
#37 COc1cc(C)cc(CN2CC=C(c3ccccc3)CC2)c1O
#38 CN1CCc2c([nH]c3ccccc23)C1
#39 CCOC(=O)c1cn2nc(OP(=S)(OCC)OCC)cc2nc1C
#40 CC(C)[C@H](N)C(=O)OCCOCn1cnc2c(=O)[nH]c(N)nc21

Screen / compound no.,33,34,35,36,37,38,39,40
Abeta rescue,6%&-16%,-48%[inhibitor],-2%,9%,-16%,-10%,-18%,-8%&-15%
aSyn rescue,-9%,-13%,10%,19%,5%,0%,-2%,0%&-6%
TDP43 rescue,10%,-2%,21%,4%,-1%,-14%,0%,16%&0%
pAkt inh,i,i,i,i,i,i,i,i
GLP1R inv ag,9%&14%,54%[activator],-7%,-13%,?,5%,0%,2%&3%
GLP1R ag,-1%,11%,16%,1%,17%,7%,-1%,9%&3%&-2%
DRD3 antagonist,18,-2,5,-53*,?,?,26,27&13
FUS suppressor,-16%&-5%,-2%,-28%,-22%,23%,-14%,.,-24%&-37%
PTHR1 ag,?,-11%[57.5 µM],-35%[inhibitor],i,-16%,-36%,-12%,-32%[inhibitor]

#41 COC(=O)c1c(C)[nH]c(C(=O)C(C)[N+]23CCN(CC2)CC3)c1C (centres undefined)
#42 O=C(c1ccco1)N1Cc2ccccc2-n2nncc2C1
#43 O=c1cccc2n1CC1CC2CN(S(=O)(=O)c2ccccc2)C1 (centres undefined)
#44 Cc1ccsc1/C=C1\C(=O)NC(=S)N(C)C1=O

Screen / compound no.,41,42,43,44
Abeta rescue,2%,0%,5%,-15%
aSyn rescue,-7%,6%,-2%,-2%
TDP43 rescue,4%,0%,-20%,-60%[inhibitor]
pAkt inh,i,i,i,i
GLP1R inv ag,17%,2%,5%,37%[activator]
GLP1R ag,2%,5%,-8%,-4%
DRD3 antagonist,-11,1,-17,?
FUS suppressor,-11%,7%,16%,18%
PTHR1 ag,i,-32%[inhibitor],-24%[57.5 µM],-94%[inhibitor]

Compound profiles (already shown). Order of screens: Abeta rescue	aSyn rescue	TDP43 rescue	pAkt inh	GLP1R inv ag	GLP1R ag	DRD3 antagonist	FUS suppressor	PTHR1 ag
`O=C(c1ccco1)N1Cc2ccccc2-n2nncc2C1` across the screens: 0%	6%	0%	i	2%	5%	1	7%	-32%[inhibitor]
`O=c1cccc2n1CC1CC2CN(S(=O)(=O)c2ccccc2)C1` (centres undefined) across the screens: 5%	-2%	-20%	i	5%	-8%	-17	16%	-24%[57.5 µM]
`COC(=O)c1c(C)[nH]c(C(=O)C(C)[N+]23CCN(CC2)CC3)c1C` (centres undefined) across the screens: 2%	-7%	4%	i	17%	2%	-11	-11%	i

From PubChem

The list is partial (hit frequency here may not be typical).
